AmpC detergent: AmpC beta-lactamase inhibition with detergent present; P00811; AmpC hydrolysis of nitrocefin, absorbance 480 nm, 0.01% Triton; Potency, µM (series often up to 114 µM), inactives show at the highest dose activity change, negative = inhibition, actives largely listed as inhibitors; hit rate 0.041% among 370,000;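 also: potency is read from the fitted curve at half-maximal effect; 0% = no-compound wells and -100% = no-enzyme wells; nearly all actives have a fitted effect of over 25% in size; some results filed as inactive show a strong effect at the top dose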
Target sequence (P00811 whole entry, looked up): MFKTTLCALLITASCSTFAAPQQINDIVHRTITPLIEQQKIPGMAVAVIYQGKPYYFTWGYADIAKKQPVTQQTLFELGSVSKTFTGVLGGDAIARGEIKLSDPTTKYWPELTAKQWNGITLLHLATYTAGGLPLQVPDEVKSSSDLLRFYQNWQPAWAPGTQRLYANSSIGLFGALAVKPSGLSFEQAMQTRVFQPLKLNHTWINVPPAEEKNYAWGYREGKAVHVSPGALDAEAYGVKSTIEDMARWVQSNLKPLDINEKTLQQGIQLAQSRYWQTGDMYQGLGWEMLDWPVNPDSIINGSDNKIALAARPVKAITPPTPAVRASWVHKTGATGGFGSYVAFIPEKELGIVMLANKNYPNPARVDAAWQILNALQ
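AmpC (5.3 nM in the dispensed reagent) in 20 mM phosphate pH 7.0 with 0.01% (detergent screen) or 0.0001% Triton X-100 was preincubated with compounds for 15 min at room temperature. Nitrocefin was then added from an 800 uM solution, and hydrolysis was followed at 480 nm.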
HCMV antiviral: inhibitors of human cytomegalovirus; activity change, negative = inhibition, % at 57.5 µM; hit rate 4.5% among 410,000; HFF cells, HCMV-luciferase reporter, 72 h; hits give low values; in the data active = activity change below about -60%; inconclusive = no clear call, values can overlap the other calls; inactive = above about -39%
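Compounds were evaluated in HFFs infected with an HCMV luciferase reporter virus (MOI 1 PFU/cell). Luciferase in lysates collected 72 h post infection served as the replication measure.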
AMA1-RON2 inh: disrupts binding of P. falciparum AMA1 to RON2; AlphaScreen AMA1-biotinylated RON2 peptide binding; AID 720542; Potency, µM (doses to about 58.2 µM), without a hit: at the top dose activity change, negative = inhibition, most hits filed as inhibitors; hit rate 0.2% among 360,000;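 also: potency is read from the fitted curve at half-maximal effect; 0% = vehicle wells and -100% = peptide control; nearly all actives have a fitted effect of over 45% in size; some results filed as inactive show a strong effect at the top dose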
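AMA1 (3D7) with his tag at 25 nM final met compounds first, then biotinylated RON2 peptide at 25 nM; detection used donor plus acceptor beads, 10 µg/mL apiece, read by AlphaScreen after 30 min at room temperature.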
Sm TGR block: inhibitors of Schistosoma mansoni thioredoxin glutathione reductase. Q962Y6. purified TGR, DTNB reduction, TNB absorbance 405 nm. Potency, µM (top dose mostly 114 µM), inactives show at the highest dose activity change, negative = inhibition, most hits filed as inhibitors. hit rate 3% among 360,000. AID 485364; also: potency is read from the fitted curve at half-maximal effect; nearly all actives have a fitted effect of over 60% in size
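Kinetic colorimetric format: TGR-catalysed, NADPH-driven DTNB reduction monitored via TNB absorbance. Enzyme dispensed at 20 nM; compound exposure 15 min at room temperature before reaction start.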
Giardia FBPA inh: blocks Giardia fructose-bisphosphate aldolase activity. A8B2U2. purified Giardia FBPA. Potency, µM (highest dose often 59.6 µM), for the others: top-dose activity, negative = inhibition, usual class: inhibitors. hit rate 0.71% among 290,000; also: potency is read from the fitted curve at half-maximal effect; nearly all actives have a fitted effect of over 55% in size
Target sequence (A8B2U2 whole entry, looked up): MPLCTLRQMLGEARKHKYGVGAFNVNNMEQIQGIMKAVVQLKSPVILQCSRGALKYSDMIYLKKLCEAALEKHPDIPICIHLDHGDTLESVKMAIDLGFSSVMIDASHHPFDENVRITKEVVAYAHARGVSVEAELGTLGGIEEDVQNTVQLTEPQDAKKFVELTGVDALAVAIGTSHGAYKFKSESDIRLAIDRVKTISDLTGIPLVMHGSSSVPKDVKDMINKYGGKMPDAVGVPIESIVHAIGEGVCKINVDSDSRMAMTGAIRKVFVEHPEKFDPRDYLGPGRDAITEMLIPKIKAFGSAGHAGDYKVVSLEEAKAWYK
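Giardia FBPA (40 nM reagent) was preincubated 10 min at RT with compound (up to 57.5 uM final), then substrate plus GAPDH/TPI/NAD/arsenate coupling system with diaphorase/resazurin was added; resorufin fluorescence (525/598 nm) was read after 20 min.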
HCV inh: blocks hepatitis C virus | AID 651820 | hit rate 3.4% among 340,000 | Huh7.5.1 HCVcc-Cre infection, luciferase reporter, 44 h | Potency, µM (doses to about 41.8 µM), inactives show top-dose activity change, negative = inhibition, usual class: inhibitors; also: potency is read from the fitted curve at half-maximal effect
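Infectious HCV cell culture screen: compound-treated cells (1,000/well, pre-plated 4 h) are infected with HCVcc-Cre at roughly 0.5 moi and grown 44 h. Infection is quantified by luciferase signal after 15 min substrate incubation at room temperature.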
* hit, by the source's call; ? = inconclusive; / = not tested or not shown; & = joins results of further samples; [ ] = remark or other dose. Unless noted, calls follow the shape of the dose curve; as a rule, active = well fitted curve in the direction sought with a large enough effect; inconclusive = small, poorly fitted or top-dose-only effect, or another doubt; inactive = no such curve, though single readings can be large; an effect the other way counts as inactive or inconclusive. Unless noted, % is scaled to controls: 0 for no effect and ±100 for the full control effect.

SMILES | AmpC detergent | HCMV antiviral | AMA1-RON2 inh | Sm TGR block | Giardia FBPA inh | HCV inh
Cc1cccc(CN2CCNC2=O)c1 | 3% | -4 | -1% | 2% | 3% | 8%
CCC(C)NC(=O)CSc1c2c(nc3cc(Cl)ccc13)CCCC2 (configuration not stated) | -2% | -6 | / | -1% | / | /
Cc1cc(N/C=C/C(=O)c2ccccc2)ccc1Br | ? | 171 | -4% | -6% | 0% | -3%
CCOc1ccccc1NC(=O)C1CCCN(S(=O)(=O)c2c(C)[nH]c(=O)[nH]c2=O)C1 (configuration not stated) | -7%&7% | 2 | 16% | -9%&-2% | 8% | 6%
O=C(CSc1ccc(-c2ccccn2)nn1)N1CCCCC1 | 1% | -14 | -14% | -7% | -28% | 7%
O=C1OCc2ccc(NC(=O)c3ccccc3C(=O)O)cc21 | 4% | 11 | -6% | 5% | / | 2%
O=C(Oc1cccnc1)c1ccc(Cl)c(Cl)c1 | -1% | 56 | 42%[activator] | -12% | 4% | 20%
CCn1c(CNC(=O)c2cccs2)n[nH]c1=S | ? | -5 | 13% | 1% | -24% | 19%
O=C(N/N=C/c1ccc(Br)o1)c1cncc(Br)c1 | ? | -102* | 23% | 2% | 1% | 9%
COc1ccc(CN(C(=O)c2ccco2)c2ccc(Br)cc2)cc1OC | -6% | 12 | -12% | -12% | 10% | -2%

Reprinted from the part before: 2 entries, then new ones.
SMILES | AmpC detergent | HCMV antiviral | AMA1-RON2 inh | Sm TGR block | Giardia FBPA inh | HCV inh
O=C(N/N=C/c1ccc(Br)o1)c1cncc(Br)c1 | ? | -102* | 23% | 2% | 1% | 9%
COc1ccc(CN(C(=O)c2ccco2)c2ccc(Br)cc2)cc1OC | -6% | 12 | -12% | -12% | 10% | -2%
O=C1CC[C@@H]2CC3(C[C@@H]4CCN1[C@H]24)Nc1cc([N+](=O)[O-])ccc1NC3=NC1CCCCC1 (some centres not stated) | / | -21 | -11% | / | / | 23%
Clc1ccc(Cl)c(OCCN2CCOCC2)c1 | 2% | 22 | -8% | 10% | 12% | 20%
CC1CC(C)(C)CC2(C1)NC(=O)N(CC(=O)Nc1nccs1)C2=O (configuration not stated) | ? | -8 | 21% | -3% | / | 22%
COc1cc(C(=O)N2CCc3ccccc32)cc(OC)c1OC | -12% | 28 | -8% | -25% | 2% | 0%
Cc1ccc(NC(=O)C(C)N2CCCC2)cc1Cl (configuration not stated) | ? | ? | 11% | 4% | -4% | 2%
C/C(=N\N=C1\NC(=O)C(CC(=O)Nc2ccc(C)c(Cl)c2)S1)C(C)C (configuration not stated) | -4% | 23 | 118%[activator] | 4% | -4% | -4%
O=C1N[C@@H](Cc2c[nH]c3ccccc23)COC(=O)[C@@H](Cc2ccc(F)cc2)C/C=C\C[C@H]1CC(=O)N(CCO)Cc1ccccc1 | / | 0 | -17% | / | / | ?
COCCCNC(=O)CCN1N=C(c2ccccc2)CCC1=O | 1% | 5 | 1% | 8% | 4% | 12%
CC(=O)NCCc1nc2cc(NS(=O)(=O)c3ccccc3)ccc2n1C | -8% | 50 | 14% | 0% | 4% | -11%
CC1CC(C)CN(C(=O)c2cccc(S(=O)(=O)NCc3ccccc3)c2)C1 (configuration not stated) | / | -6 | -8% | / | / | -1%
Cc1cc(Br)ccc1NC(=O)CCS(=O)(=O)c1cccc2nsnc12 | -3% | -24 | / | 3% | / | /
COc1ccccc1NC(=O)c1ccc(NC(=O)COC(=O)CCC2CCCC2)cc1 | -14% | -22 | -15% | -1% | -10% | 7%
COc1ccc(/C=C(\C#N)C(=O)OCC(=O)NCc2ccco2)cc1 | 2% | 9 | -14% | -10% | / | 22%
O=C(Nc1ccc(-c2nc3cc(NC(=O)c4ccc(F)cc4)ccc3o2)cc1)c1ccc(F)cc1 | -6% | -5 | / | 8% | / | /
CSc1ccc(CCNC(=O)c2sc3ncccc3c2-n2cccc2)cc1 | 27% | -10 | / | 11% | / | /
Cc1ccnn1CCC(=O)N1CCCC(N2CCN(c3cccc(Cl)c3)CC2)C1 (configuration not stated) | -10% | -37 | -3% | 8% | / | -30%
CC1CCCN(C(=S)Nc2ccc3nc4n(c(=O)c3c2)CCCCC4)C1 (configuration not stated) | -12% | -7 | -10% | -3% | -5% | 13%
COc1cccc(CC2(CO)CCCN(Cc3cnn(-c4ccccc4)c3)C2)c1 (configuration not stated) | 3% | -18 | -1% | 9% | 3% | -2%
CCc1nnc(NC(=O)C2CC(=O)N(Cc3ccccc3)C2)s1 (configuration not stated) | -6% | 41 | 3% | 9% | 1% | 9%
CCOC(=O)c1c(C)[nH]c(C)c1S(=O)(=O)N1CCCC(C(=O)N2CCN(c3cccc(Cl)c3)CC2)C1 (configuration not stated) | 10% | -73* | / | 1% | / | /
O=C(O)C1CCCN1S(=O)(=O)c1ccc(Cl)cc1 (configuration not stated) | -10% | 22 | 0% | 0% | -1% | 12%
CNC(=O)CSc1nnc(-c2ccco2)n1-c1cccc(C)c1C | -6% | 88 | 0% | -1% | 4% | -16%
NC(=O)CN1C(=O)C2C3C=CC(C3)C2C1=O (configuration not stated) | 5% | -6 | -2% | 2% | 17% | ?
COc1nccnc1NS(=O)(=O)c1ccc(N)cc1 | 1% | 17 | 1% | 13% | -2% | 11%
Cc1ccc2ncc([N+](=O)[O-])n2c1 | ? | 21 | 29% | 1% | 5% | 2%
CCCN1/C(=C2/SC(=S)N(CC)C2=O)C=Cc2ccccc21 | ? | -22 | 3.2µM* | -5% | -9% | 0%
COc1ccc(NC(=O)c2ccc(S(=O)(=O)N3CCCC3)cc2)cc1OC | ? | -5 | -3% | 2% | / | -7%
C[C@H](NC(=O)[C@H]1N2C(=O)c3ccccc3C2SC1(C)C)C(=O)NCC1CCCO1 (some centres not stated) | 3% | 46 | 4% | -1% | / | 18%
CCc1cccc2c(C(=O)COC(=O)c3cnc(C)cn3)c[nH]c12 | ? | 22 | -6% | 5% | / | -4%
O=C1N(Cc2cccnc2)C[C@@H]2C[C@@H](c3cccc(C(F)(F)F)c3)N3CCC[C@@]123 | 7% | -26 | 8% | -20% | 4% | 0%
CS(=O)(=O)c1ccc(-c2sc3ccccc3c2C(=O)N2CCN(c3ccc(F)cc3)CC2)cc1 | / | -9 | 17% | / | / | -13%
COC(=O)Nc1ccc(S(=O)(=O)N2CCN(C)CC2)cc1 | ? | -15 | 2% | -23% | -1% | 4%
Cc1c(Cl)c([N+](=O)[O-])nn1CC(=O)N1CCCc2ccccc21 | -11% | 23 | -2% | -1% | 0% | -16%
CCOc1ccc(NC(=O)Nc2ccc(Br)cn2)cc1 | 3% | 12 | -33% | 7% | -1% | 7%
Nc1c(C(=O)NCc2ccco2)sc2nc(N3CCOCC3)c3c(c12)CCCC3 | -7% | -29 | -8% | ? | ? | ?
CCN(CC)S(=O)(=O)c1cccc(NC(=O)CSc2nc3ccccc3[nH]2)c1 | -10% | ? | -14% | -9% | -2% | ?
CCOc1ccc(CCNC(=O)CCCN2C(=O)c3ccccc3C2=O)cc1OCC | -1% | 7 | -5% | 9% | 2% | ?
COc1ccc(-c2cc(C(=O)N3CCCCC3)c3ccccc3n2)cc1 | ? | -6 | -5% | 2% | / | -24%
Cc1ccc(S(=O)(=O)N/N=C\c2cn(CC(N)=O)c3ccccc23)cc1 | ? | 45 | 20% | 2% | 6% | 7%
CN(C)/N=C/C=C1\CC/C(=C\c2ccc(F)c(F)c2)C1=O | / | -6 | -11% | / | / | 17%

In the list so far, 3 have a nitro group on carbon.
SMILES | AmpC detergent | HCMV antiviral | AMA1-RON2 inh | Sm TGR block | Giardia FBPA inh | HCV inh
O=C1CC[C@@H]2CC3(C[C@@H]4CCN1[C@H]24)Nc1cc([N+](=O)[O-])ccc1NC3=NC1CCCCC1 (some centres not stated) | / | -21 | -11% | / | / | 23%
Cc1ccc2ncc([N+](=O)[O-])n2c1 | ? | 21 | 29% | 1% | 5% | 2%
Cc1c(Cl)c([N+](=O)[O-])nn1CC(=O)N1CCCc2ccccc21 | -11% | 23 | -2% | -1% | 0% | -16%

Following part.
SMILES | AmpC detergent | HCMV antiviral | AMA1-RON2 inh | Sm TGR block | Giardia FBPA inh | HCV inh
Cc1onc(-c2ccccc2Cl)c1C(=O)NCCCN1CCOCC1 | -13% | -3 | -5% | -4% | -3% | -4%
O=C(c1cc(COc2c(F)cccc2F)on1)N1CCc2ccccc2C1 | -1% | 0 | 5% | -2%[57.1 µM] | 1% | 8%
O=[N+]([O-])c1ccc(NN=Cc2ccccc2O)nc1 | / | -98* | 68%[activator] | / | / | ?
COc1ccc(NC(=O)Nc2ccc3c(c2)C(=O)N([C@H](C)CO)C[C@H](C)[C@@H](CN(C)C(=O)NC(C)C)O3)cc1 | / | 20 | 1% | / | / | ?
Cn1ccs/c1=N\S(=O)(=O)c1ccc(C(C)(C)C)cc1 | 1% | 1 | -26% | -1% | 17% | 0%
O=C(/C=C/c1ccco1)Oc1cc(Br)cc(/C=N/NC(=O)c2ccccc2O)c1 | -11% | -101* | 10% | -6% | -8% | ?
CS(=O)(=O)Cc1ccc(C(=O)NCC2(N3CCCCC3)CCCCC2)cc1 | 1% | ? | -7% | 3% | -3% | 2%
CC(=O)NC(Cc1ccc(F)cc1)C(=O)NC1CCN(C(=O)NCc2ccccc2)CC1 (configuration not stated) | 3% | 41 | 3% | 3% | / | 7%
COc1ccc(NC(=O)CSCc2cc(=O)c3cc(C)ccc3[nH]2)cc1 | 10% | 0 | / | -14% | / | /
CCOC(=O)c1cc2c(=O)n3ccccc3nc2n(CC2CCCO2)c1=NC(=O)c1ccccc1C (configuration not stated) | -5% | 4 | / | -9% | / | /
O=C(CCNC(=O)c1ccco1)Nc1ccc(Cl)cc1F | 1% | ? | -7% | 9% | -7% | 22%
Fc1ccc(Cn2nnnc2CN2CCN(C3CCCCC3)CC2)cc1 | ? | -8 | 5% | -24% | 3% | 0%
Cc1ccc(CN2CCNC(=O)C2CC(=O)N(C)C2CCCCC2)cc1 (configuration not stated) | -1% | -1 | -9% | 45µM* | / | -8%
C=C/C(C)=C/CC1C(=C)CCC2C(C)(C(=O)O)CCCC12C (configuration not stated) | 3% | -8 | -23% | 32µM* | 11% | 14%
COc1ccc(O[C@@H]2O[C@H](COC(C)=O)[C@@H](OC(C)=O)[C@H](OC(C)=O)[C@H]2NC(C)=O)cc1 | ? | 0 | 19% | -16% | -1% | 16%
Cc1ccc(SCCNC(=S)Nc2cc(C)cc(C)c2)cc1 | 4% | -30 | -1% | -3% | 0% | -28%
NS(=O)(=O)c1ccc(NC(=S)Nc2ccc(C(=O)N3CCCCC3)cc2)cc1 | -1% | -10 | -12% | 45µM* | -10% | 9%
Cc1ccc(C(=O)c2coc3ccc(O)c(CN4CCN(C)CC4)c23)cc1 | ? | 19 | -6% | 6% | 1% | ?
CCC/C(O)=C1\C(=O)CC(C)(C)CC1=Nc1ccccc1O | 4% | -23 | 17% | 0% | 0% | -24%
C=CCNC(=O)/C=C/c1cccs1 | -13% | -32 | -8% | 11% | 2% | 6%
Cc1ccc2cc(C#N)c(N3CCN(C)CC3)nc2c1 | -2% | -19 | 1% | 0% | 5% | ?
CCCCCNC(=O)C(C)NS(=O)(=O)c1ccc(OC)cc1 (configuration not stated) | -7% | -5 | -3% | -3% | -4% | 4%

Compound activity from PubChem BioAssay.
